Source: PubChem BioAssay (several laboratories)
Hck Nef HTS = human Hck-Nef kinase inhibition | P08631 | Recombinant Hck-YEEI plus Nef, Z-Lyte FRET kinase assay | inhibition, % at 20 µM | hit rate 0.68% among 220,000 | AID 463187;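 active = Hck-Nef kinase inhibition above about 50%, limit read from the data; inactive = inhibition below that limit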;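 also: 0% = DMSO with Hck plus Nef and 100% = Hck alone without Nef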
Wee1 stabilizer = blocks degradation of human Wee1 kinase; HeLa Luc-Wee1K328M stability, luciferase luminescence; 100% = proteasome inhibitor MG132 effect; hit rate 1.2% among 220,000; reporter increase, % at 5 µM; P30291; AID 1321;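 active = activation above the mean of all tested compounds plus 3 SD, set per screening run, cut at about 8.8% in these data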;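 also: cells exposed to compound for 20 h before luminescence read; 0% = DMSO alone and 100% = MG132 at 30 µM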
Target sequence (P30291 whole entry K328M): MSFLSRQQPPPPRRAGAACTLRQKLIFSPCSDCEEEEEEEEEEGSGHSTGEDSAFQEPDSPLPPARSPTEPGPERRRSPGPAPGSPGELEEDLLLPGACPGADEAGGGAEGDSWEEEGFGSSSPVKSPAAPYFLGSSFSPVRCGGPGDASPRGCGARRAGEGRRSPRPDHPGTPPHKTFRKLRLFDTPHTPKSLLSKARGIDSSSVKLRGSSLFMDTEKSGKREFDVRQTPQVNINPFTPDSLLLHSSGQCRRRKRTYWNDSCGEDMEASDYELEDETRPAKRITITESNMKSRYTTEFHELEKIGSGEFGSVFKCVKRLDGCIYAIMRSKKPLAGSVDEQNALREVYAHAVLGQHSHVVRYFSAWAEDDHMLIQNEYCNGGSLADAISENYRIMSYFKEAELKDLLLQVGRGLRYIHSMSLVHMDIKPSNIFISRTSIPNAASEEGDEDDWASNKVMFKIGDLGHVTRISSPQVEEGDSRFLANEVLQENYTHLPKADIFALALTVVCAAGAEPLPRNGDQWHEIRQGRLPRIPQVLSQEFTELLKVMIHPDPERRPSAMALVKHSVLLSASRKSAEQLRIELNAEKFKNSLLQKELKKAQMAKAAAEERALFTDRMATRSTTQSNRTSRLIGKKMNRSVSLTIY
FXIIa inh 1536 = blocks human coagulation factor XIIa protease activity; P00748; purified FXIIa, Boc-QGR-AMC fluorogenic substrate, 2 h; inhibition, % at 5 µM; hit rate 0.3% among 220,000; in the data active = inhibition above about 40%;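 also: 0% = enzyme with no compound and 100% = blank without enzyme; many of its hits are not listed in these tables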
FXIa inh = factor XIa (human) inhibition; P03951; purified FXIa, Boc-Glu-Ala-Arg-AMC fluorogenic substrate; inhibition, % at 5 µM; hit rate 0.14% among 220,000;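 active = inhibition of at least 40%; inactive = inhibition below 40%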;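 also: fluorescence of freed AMC excited at 355 nm; 0% = enzyme without compound and 100% = no enzyme blank; many of its hits are not listed in these tables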
Thrombin inh = inhibitors of human thrombin | alpha-thrombin, Boc-VPR-AMC fluorogenic substrate cleavage | inhibition, % at 5 µM | hit rate 0.26% among 220,000;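 active = inhibition at or above 40%; inactive = inhibition below 40%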;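 also: 0% = enzyme with no compound and 100% = wells without enzyme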
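Assay system: human alpha-thrombin enzyme. Reagent: Boc-VPR-AMC substrate, 15 µM final. Compound dosing: one concentration per compound, 5 µM, with 0.2% DMSO. Incubation: room-temperature reaction. Technique: AMC fluorescence, 355/460 nm. Measure: % inhibition relative to enzyme controls and enzyme-free blanks.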
Runt-CBFb FRET = blocks binding of human RUNX1 Runt domain to CBFb; Q01196+Q13951; Cerulean-Runt/Venus-CBFb FRET ratio 530/480, 1 h; inhibition, % at 20 µM; hit rate 0.46% among 220,000; AID 1496;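 active = inhibition over about 50% at 20 µM in the single-dose screen, limit read from the data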;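 also: 0% = DMSO wells and 100% = excess unlabeled CBFb competitor control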
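System: Cerulean-labeled Runt domain protein | Quantity: 100 nM of each labeled protein | Schedule: 1 h compound exposure, room temperature | Detection: Fluorescence energy transfer, 422 nm excitation, 530/480 nm emission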
Runt-SMMHC FRET = Runt domain-CBFb-SMMHC interaction inhibition. Q01196+Q13951. Cerulean-Runt/Venus-CBFb-SMMHC FRET ratio 530/480, 1 h. inhibition, % at 20 µM. hit rate 0.74% among 220,000. AID 1434;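 active = mean inhibition across duplicate retests at 20 µM reaching about 50%, limit read from the data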;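 also: 0% = DMSO wells and 100% = wells with excess untagged CBFb-SMMHC; inhibitors lower the FRET ratio by blocking Runt binding to CBFb-SMMHC; some results filed as inactive read as strong as hits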
14-3-3 Bad PPI = disrupts binding of bovine 14-3-3 zeta to phospho-Bad peptide | P63103 | TR-FRET 14-3-3zeta/Dy647-pBad peptide displacement, 1 h | inhibition, % at 21.7 µM | hit rate 0.71% among 220,000 | AID 781;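 active = inhibition above about 70%, limit read from the data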;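 also: 0% = full 14-3-3 plus peptide FRET controls and 100% = background without 14-3-3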
Target sequence (P63103 whole entry, looked up): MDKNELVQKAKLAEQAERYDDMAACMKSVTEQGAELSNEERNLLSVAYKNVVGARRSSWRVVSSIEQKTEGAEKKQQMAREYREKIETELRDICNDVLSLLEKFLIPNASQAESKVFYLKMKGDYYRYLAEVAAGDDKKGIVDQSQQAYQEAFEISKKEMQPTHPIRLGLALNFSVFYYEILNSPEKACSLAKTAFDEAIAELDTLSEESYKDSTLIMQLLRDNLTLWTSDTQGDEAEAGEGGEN
hK5 inh = blocks human kallikrein 5 protease activity; Q9Y337; recombinant hK5, fluorogenic AMC substrate cleavage; inhibition, % at 5 µM; hit rate 0.59% among 210,000;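 active = inhibition of 40% or more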;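 also: 0% = enzyme controls without compound and 100% = no-enzyme blanks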
* hit, by the source's call; . = no result given; [ ] = dose if it differs, or a comment.

SMILES	Hck Nef HTS	Wee1 stabilizer	FXIIa inh 1536	FXIa inh	Thrombin inh	Runt-CBFb FRET	Runt-SMMHC FRET	14-3-3 Bad PPI	hK5 inh
COc1cccc(C(=O)Nc2nnc(-c3cccs3)s2)c1	3	0	9	-3	2	2	-5	0[fluorescence artefact?]	1
COc1ccc(-n2c(=S)[nH]c3sc4c(c3c2=O)CCc2ccccc2-4)cc1	0	8.9*	5	6	-9	9	14	26[fluorescence artefact?]	-2
COc1cc(/C=C/C(=O)OCC(=O)Nc2ccc3c(c2)OCCO3)ccc1O	2	-2	4	-15	4	8	12	4	-5
CCNS(=O)(=O)c1ccc(CCC(N)=O)cc1	-4	-2	7	-2	-3	0	-2	1	1
COc1c2c(nc3occc13)C(CC=C(C)C)(OC)C(OC(C)=O)CC2 (stereo not given)	11	1	14	10	2	-5	1	2	-3
COc1cccc(CN(C)CC(=O)NNC(=O)c2ccc(Cl)cc2)c1	-1	-1	4	-8	-13	1	5	0[fluorescence artefact?]	-7
CCC1CCCCN1Cc1ccc(OC)c(C)c1 (stereo not given)	1	-2	12	17	2	20	-2	60	-27
Cc1ccc(-n2cnc3c(sc4nc(N5CCOCC5)c5c(c43)CCCC5)c2=O)cc1	23	1	12	3	-2	-2	-1	3	1
COC(=O)C1(C)NC(c2cccs2)C2C(=O)N(c3ccccc3F)C(=O)C21 (stereo not given)	-2	-2	12	8	3	-4	-6	2	14
CCOc1ncccc1C(=O)OCc1cccc([N+](=O)[O-])c1	28	-5	-1	-5	-18	-1	-5	5	-2
O=C(CN1CCN(c2ccc(Cl)cc2)CC1)c1ccc2c(c1)OCO2	1	-2	21	4	4	-1	-6	-6	-5
Cc1cccc(/N=C/c2c(O)cc(C)oc2=O)n1	-1	1	17	0	-4	1	-38	9	-18
CC(=O)NS(=O)(=O)c1ccc(NC(=O)c2oc3c(Cl)cccc3c2C)cc1	-1	-2	9	0	-7	0	-1	0	-7
CCC(=O)NNC(=S)NC(=O)c1ccc(C)cc1	15	3	2	-5	-4	16	2	-22	-12
CC1Cc2nc(SCC(=O)Nc3nccs3)n(C)c(=O)c2S1 (stereo not given)	25	-2	13	4	-4	4	1	9	-16
CN(C)CCNC(=O)c1ccccc1-c1ccccc1	1	-1	-19	-9	-11	2	2	14	-7
OC1(c2ccc(Br)cc2)CCNCC1	2	1	16	2	8	6	1	-2	5
Cn1c(=O)c2c(nc(OCc3cccnc3)n2Cc2c(F)cccc2Cl)n(C)c1=O	-20	-1	9	9	3	0	0	-8	-29
CCOC(=O)C1CCN(c2nc(C)cc(C)c2C#N)CC1	7	3	8	0	-2	0	2	3	3
CC(/C=C\c1ccccc1)=C/C(=O)O	5	1	15	5	7	3	1	-1	6
C=CCc1cc(OC)ccc1OCCOCCC(C(=O)OCC)C(=O)OCC	4	-4	-3	-1	-13	-4	-4	-3	-26
CCOC(=O)c1ccc(NC(=O)c2ccc(C)c(S(=O)(=O)N3CCOCC3)c2)cc1	2	4	6	0	1	-3	-2	-8[fluorescence artefact?]	-9
COC(=O)C1=C(C)N(Cc2ccc(C)cc2)C(=O)C1	2	5	7	4	-1	2	4	11	0
COc1ccc(/C=C2\CCCC3C2=NN(C(=O)COC(=O)CNC(=O)c2ccccc2)C3c2ccc(OC)cc2)cc1 (stereo not given)	2	2	16	2	13	-7	-9	-11	47*
COc1ccc(CCN2CN(S(=O)(=O)c3ccc(OC)cc3)c3nc4ccccc4nc32)cc1	10	-1	13	3	-7	-2	4	-12	-18
COc1ccc(N2C(=O)CC(N3CCN(c4ccccc4F)CC3)C2=O)cc1 (stereo not given)	-1	-1	11	4	-4	1	1	3	7
Cc1ccc(O)c(CCc2ccccc2)n1	4	-2	26	21	0	2	-5	-5	-21
CCn1c(=O)c2c3c(sc2n(C)c1=O)CCC3	0	5	11	1	-3	0	6	-5	-6
CC1(C(=O)OCC(=O)Nc2ccc(C(N)=O)cc2)CC1(Cl)Cl (stereo not given)	21	-3	10	1	-2	1	1	-7	-3
COc1ncnc2c1sc1nc(-c3ccccc3)c3c(c12)CCCC3	1	-2	-10	-11	-8	-5	-6	-10	-6
COc1cccc(C(c2sc3ncnn3c2O)N2CC(C)OC(C)C2)c1 (stereo not given)	22	0	16	-2	-2	-1	0	-5	0
CCOC(=O)c1[nH]ncc1CN1CCCC(C(=O)c2cccc3ccccc23)C1 (stereo not given)	17	3	2	-6	-12	1	-3	5	-4
COc1ccc2[nH]c(=O)c(CN(CC3CCCO3)C(=O)Nc3ccccc3)cc2c1 (stereo not given)	2	3	-1	-8	-3	-3	1	1	-2
O=C(CSc1nc2ccccc2c(=O)n1Cc1ccco1)NCc1ccco1	7	-2	4	-1	-3	6	3	88*[fluorescence artefact?]	9
O=C(Nc1ccccc1Cl)c1cccc(NS(=O)(=O)c2ccccc2)c1	2	-1	-9	-9	-9	-1	1	-5[fluorescence artefact?]	-24
O=C(Nc1ccc(F)c(Cl)c1)N1CCCC1	-10	1	9	2	-3	-1	2	2	.
CC1CCCCN1CCCNC(=O)C1CCN(c2nc3ccccc3o2)CC1 (stereo not given)	-2	2	-3	1	1	2	-1	3	2
COc1ccc2[nH]c(C(=O)N(C)c3ccc(F)cc3F)cc2c1	1	-2	7	-11	-4	-1	0	1	31
CN(C)S(=O)(=O)NCCNc1ccc(C(F)(F)F)cc1[N+](=O)[O-]	16	-3	9	-4	3	-2	1	-2	3
CCOP(=O)(OCC)C(C)(C)NC(=O)Nc1ccc(Cl)c(Cl)c1	1	2	4	3	-4	-1	0	0	2
Cc1ccccc1Cn1cc(/C=N/n2cnnc2)c2ccccc21	2	-2	-10	6	-1	-1	1	1	-9
C=CCNC(=O)NC(=O)COC(=O)/C(C#N)=C/c1ccc(OC)cc1	24	-2	0	-1	-16	0	-3	1	0
COc1cc(C(=O)Nc2nccs2)cc(OC)c1OC	0	0	5	3	-2	2	-4	8[fluorescence artefact?]	9
CCc1ccc(NC(=O)CSc2nc3ccsc3c(=O)n2CCCCCC(=O)O)cc1	-3	-3	10	-1	-4	-3	-3	-20	3
COc1cc(CNCCN(C)C)ccc1OCc1c(F)cccc1Cl	-55	-2	12	0	-5	-1	2	4	4
CC(C)(C)c1cc(C(F)(F)F)c(C#N)c(=O)[nH]1	6	0	12	-1	-14	0	0	2[fluorescence artefact?]	-184
COc1ccc(CNC(=O)N2CCN(c3ccc(F)cc3)CC2)cc1Cl	-10	-1	8	-2	-5	0	-2	6	-1
CCn1cc(S(=O)(=O)N2CCN(Cc3cccc(Cl)c3)CC2)cn1	-20	-1	6	8	-16	1	4	1	14
Cc1ccc2nc(-c3ccccn3)c(NC3CCCC3)n2c1	29	2	10	-1	2	0	2	-16	-18
COc1cccc(C(C)NC(=O)Nc2ccccc2Cl)c1 (stereo not given)	4	-2	2	-2	-2	1	-5	-2	-11
CC(=O)Cc1ccccc1OCC(=O)O	0	0	0	-2	-8	-1	0	1	-2
CC(C)(C)C(=O)Nc1nnc(SCC(=O)NCc2ccco2)s1	1	2	3	-6	-6	2	0	-5	-7
Cc1ccc(S(=O)(=O)/C(=C/Cl)NC(=O)c2ccccc2)cc1	4	-1	14	5	-3	-3	-59	14[fluorescence artefact?]	-11
O=C(NCc1ccc2c(c1)OCO2)c1ccc2c(c1)N(Cc1c(F)cccc1Cl)C(=O)CS2	-1	0	10	18	3	-1	0	-2	-4
CCN(c1ccccc1)S(=O)(=O)c1ccc(OC)c(NC(=O)CN(C)C)c1	-1	2	3	-4	-7	0	4	30	-2
CCOc1cc(-c2c(C#N)c(N)nc3c2CCCC3)ccc1O	9	-3	10	7	5	0	-6	1	-22
CCOC(=O)c1sc(NCC2CCCO2)nc1C (stereo not given)	7	-1	9	3	11	0	-1	-7[fluorescence artefact?]	-14
CC(C)C[C@H](NC(=O)c1nc[nH]c1C(=O)N1CCC(C)CC1)C(=O)OC(C)(C)C	29	.	4	0	-4	-3	1	-4	23
Cc1cc(NC(=O)c2cc(C)on2)n(-c2ccccc2)n1	0	0	-2	-7	-6	-2	4	4	-11
COc1ccccc1N1CCN(C(=O)c2ccc(Cl)c(S(=O)(=O)N3CCCC3)c2)CC1	8	-3	4	-6	-3	-3	2	1	-16

The list goes on:
SMILES	Hck Nef HTS	Wee1 stabilizer	FXIIa inh 1536	FXIa inh	Thrombin inh	Runt-CBFb FRET	Runt-SMMHC FRET	14-3-3 Bad PPI	hK5 inh
O=C(O)c1ccc(N/N=C2/CCCc3ccccc32)cc1	-32	2	13	-4	2	2	2	-2	-4
Cc1cc(C)c(C#N)c(SCc2ccc(F)cc2)n1	-7	-3	.	1	-3	-1	-2	-1	0
Cc1cc(C)n(CC2CC(=O)N(c3ccc(Cl)cc3)C2=O)n1 (stereo not given)	6	-1	6	9	0	0	-3	-5	2
CCOC(Cn1c(-c2ccc(OC)cc2)nc2ccccc21)OCC	0	-3	9	8	2	-1	3	4	-12
CC1CCCC(C)N1c1nnc(NC(=O)c2cc(-c3ccc(Br)cc3)on2)s1 (stereo not given)	-1	0	10	6	1	1	-4	-12	-2
Cc1cc(C)cc(OCC(=O)Nc2ccc(N3CCN(C(=O)c4ccco4)CC3)cc2)c1	-1	-2	6	2	-4	-5	-1	0	-11
NS(=O)(=O)c1ccc(NC(=S)N2CCN(c3ccc(Cl)c(Cl)c3)CC2)cc1	4	0	9	2	-5	-23	-31	18[fluorescence artefact?]	-18
CCCCC[n+]1ccn(C2=C([O-])c3ccccc3C(=O)/C2=N\S(=O)(=O)c2ccccc2)c1	1	-2	17	0	-1	-3	-8	-9[fluorescence artefact?]	6
Cc1ccc(-c2nnc(SCc3nc(N)nc(Nc4ccccc4C)n3)n2N)cc1	7	1	15	3	3	1	2	28	15
O=[N+]([O-])c1ccc(N(c2ccccc2)c2ccccc2)cc1	0	2	15	10	4	-46	-127	-15	8
CCC(=O)Nc1nc2ccc(NC(C)=O)cc2s1	0	2	11	2	0	-1	2	-4	5
O=C(COc1ccccc1)NCCc1nc2ccccc2[nH]1	-4	-2	13	0	4	1	-6	-2	-3
O=c1[nH]nc(CNc2cccc(C(F)(F)F)c2)c2ccccc12	24	-1	10	1	-3	-3	1	-7	16
CC(C)c1onc(C(=O)Nc2cccc(Cl)c2)c1[N+](=O)[O-]	5	0	9	-2	2	0	0	-4	-6
CCOC(=O)CN(C(=O)COc1nc(C)cc(C)c1C#N)c1cccc(Cl)c1	3	-1	1	-3	1	0	-7	-3	-7

Laid out differently: entries from further up.
NS(=O)(=O)c1ccc(NC(=S)N2CCN(c3ccc(Cl)c(Cl)c3)CC2)cc1
  Hck Nef HTS: 4
  Wee1 stabilizer: 0
  FXIIa inh 1536: 9
  FXIa inh: 2
  Thrombin inh: -5
  Runt-CBFb FRET: -23
  Runt-SMMHC FRET: -31
  14-3-3 Bad PPI: 18[fluorescence artefact?]
  hK5 inh: -18

CCCCC[n+]1ccn(C2=C([O-])c3ccccc3C(=O)/C2=N\S(=O)(=O)c2ccccc2)c1
  Hck Nef HTS: 1
  Wee1 stabilizer: -2
  FXIIa inh 1536: 17
  FXIa inh: 0
  Thrombin inh: -1
  Runt-CBFb FRET: -3
  Runt-SMMHC FRET: -8
  14-3-3 Bad PPI: -9[fluorescence artefact?]
  hK5 inh: 6
